SENP8 block = inhibitors of human SENP8 protease. Q96LD8. purified SENP8, Z-RLRGG-aminoluciferin cleavage, luminescence. inhibition, % at 10 µM. hit rate 1.2% among 330,000
Apaf1 inhib = human Apaf-1 inhibition; O14727; AID 489030; inhibition, % at 20 µM; reconstituted apoptosome caspase-3 activity, DEVD-Rh110 fluorescence; hit rate 0.71% among 330,000; active = inhibition of at least 40% at 20 µM;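 note: plate controls were DMSO wells for no effect and DEVD-CHO caspase inhibitor wells for full effect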
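System – cell-free apoptosome with Apaf-1, procaspase-3 and caspase-9 · Buffer or medium – pH 7.5 Hepes buffer with CHAPS, BSA, DTT · Also added – cytochrome c with DEVD-Rh110 · Times – 30 min compound preincubation, 50 min activation, room temperature · Technique – Rh110 fluorescence intensity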
CCR6 antagonist = blocks CCL20-driven beta-arrestin recruitment at human CCR6; P51684; CHO-K1 CCR6 PathHunter beta-arrestin, luminescence, CCL20-stimulated; inhibition, % at 20 µM; hit rate 0.49% among 340,000;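 active = compounds whose inhibition of the agonist-driven luminescence signal at 20 µM reaches about 50%, limit read from the data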;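 note: cells stimulated with CCL20 at 14 nM final; plate controls were DMSO with CCL20 for no effect and DMSO without agonist for full effect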
EBI2 block = antagonists of human EBI2 receptor. hit rate 0.81% among 360,000. inhibition, % at 5 µM. P32249. AID 651636. EBI2 beta-arrestin recruitment, luminescence, 7a,25-OHC stimulated; in the data active = inhibition above about 38%;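 note: enzyme fragment complementation signal reports receptor beta-arrestin coupling in cells; 0% = agonist plus DMSO wells and 100% = wells without agonist; some results beyond the cut were filed as inactive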
Gli-Sufu block = antagonists of Gli-Sufu signaling; Sufu-KO-LIGHT fibroblasts, Gli luciferase reporter luminescence; inhibition, % at 5 µM; hit rate 0.74% among 340,000; AID 588413;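 active = inhibition above about 55%, limit read from the data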;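 note: 0% = DMSO-treated cells and 100% = wells with medium but no cells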
UBC13 inh = inhibitors of human UBC13 polyubiquitin chain formation; P61088; TR-FRET; inhibition, % at 20 µM; hit rate 0.47% among 330,000; in the data active = inhibition above about 45%, passing the limit was not always enough
Jurkat NFkB inh = lowers PMA/ionomycin-induced NF-kB signal in Jurkat cells; PMA/ionomycin-induced NF-kB luciferase reporter, luminescence; inhibition, % at 4 µM; hit rate 0.53% among 330,000; AID 435003
697 NFkB inh = lowers PMA/ionomycin-induced NF-kB signal in 697 B cells | 697 B-cell NF-kB luciferase reporter, 16 h | inhibition, % at 4 µM | hit rate 0.33% among 330,000; in the data active = inhibition above about 35%
Numbers without * were called inactive; / = not tested or not shown. Cut-off read from the data, not from the text of the source, unless noted: active = inhibition above about 50%; inactive = the rest. The list is partial, so the mix of outcomes need not match the whole.

SMILES	SENP8 block	Apaf1 inhib	CCR6 antagonist	EBI2 block	Gli-Sufu block	UBC13 inh	Jurkat NFkB inh	697 NFkB inh
Cc1cc2c(c(=O)o1)C(CC(C)C)C(C#N)=C(N)O2 (stereo not given)	-8	-1	2	-13	-1	-4	4	7
CCOc1cc(OCC)cc(C(=O)NCc2ccco2)c1	-7	-1	8	-11	-17	5	3	18
COc1cc(OC)cc(-c2c(-c3ccc(F)cc3)c3cc(Br)ccc3n2C)c1	1	5	4	10	2	26	-2	2
O=C(C1CCN(CC2CC=CCC2)CC1)N(CCc1ccccc1)Cc1ccccc1 (stereo not given)	-11	5	8	10	32	-1	2	-8
Cc1ccc(S(=O)(=O)N2CCCCC2)cc1C(=O)N1CCN(c2ccccn2)CC1	-12	-3	4	-4	9	-10	-6	1
COc1ccc(C)cc1S(=O)(=O)Nc1ccc2c(c1)OCCO2	1	0	1	-1	48	-10	-1	-15
COc1ccc(-c2nc(CS(=O)CC(=O)NCCCN3CCOCC3)c(C)o2)cc1OC (stereo not given)	3	3	13	-5	-3	-2	-5	1
O=C(NCC1CCNCC1)c1ccncc1	-3	-4	-16	-6	15	9	6	8
COc1ccc(C)cc1-n1nnnc1SCc1cc(=O)n2cc(C)ccc2n1	3	7	-16	4	58*	-6	41	-32
CCN1CCN(CCNC(=O)c2ccc(/C=C3/Sc4ccccc4N(Cc4cccc(C)c4)C3=O)cc2)CC1	-3	30	9	-6	6	51*	6	0
COc1ccc(C(=O)Oc2cccc(/C=N/NC(N)=S)c2)cc1	1	0	12	1	-18	4	18	-2
CCOC(=O)N1CCC(N(C(=O)Nc2cccc(OC)c2)C(C)CC)CC1 (stereo not given)	-4	-10	10	-16	0	-6	0	5
O=C(CN1CCOc2ccccc21)N1CCC(Cc2ccccc2)CC1	-6	17	-7	15	-6	3	3	8
CC(C)CNC(=O)c1ccccc1NC(=O)CN(c1ccc2c(c1)OCCO2)S(C)(=O)=O	-51	2	16	3	2	6	-2	12
COCCn1c(C)cc(/C=C(\C#N)C(=O)OCC(=O)N(C)c2c(N)n(Cc3ccccc3)c(=O)[nH]c2=O)c1C	-11	0	11	-3	-15	-9	2	13
CCSc1nc2cc(OC)c(OC)cc2c(=O)n1CC	6	7	17	14	-8	4	-6	-25
COc1ccccc1C(=O)N1CCN(S(=O)(=O)Cc2ccccc2)CC1	5	4	-7	9	5	1	6	-4
O=C(NC(=S)NCc1ccco1)c1ccc([N+](=O)[O-])cc1	-3	5	13	-12	-8	-7	6	-4
CCCCC(=O)N/N=C(\C)CC(=O)Nc1cc(Cl)ccc1OC	-7	-2	1	-8	-8	10	2	11
Cc1[nH]c(=O)[nH]c1CN1CCCCC1	-3	-3	/	/	/	5	18	6
O=C(NNC(=S)NC(=O)c1cccnc1)c1ccc(Cl)cc1	-12	8	22	6	4	-20	13	-3
CCOc1ccc(N(CC(=O)NC2CCCC(C)C2C)S(=O)(=O)c2c(C)noc2C)cc1 (stereo not given)	3	15	11	19	9	2	1	-7
Cc1ccc(C2CC(=O)N3CN(c4ccc(Br)cc4)CSC3=C2C#N)o1 (stereo not given)	3	27	-1	0	4	-11	10	-3
CCN(CC)c1ccc(N=Nc2ncn[nH]2)cc1	-2	5	8	5	-66	-486	-42	-47
N#Cc1c2n(c3c(=O)n(CC(=O)c4ccc([N+](=O)[O-])cc4)cnc13)CCCCC2	9	22	-11	-5	7	4	14	18
SMILES	SENP8 block	Apaf1 inhib	CCR6 antagonist	EBI2 block	Gli-Sufu block	UBC13 inh	Jurkat NFkB inh	697 NFkB inh
CCOc1cc(CNCc2ccccn2)ccc1OCC(=O)NC(C)(C)C	-2	-2	3	-3	-2	0	13	-3
O=C(CC(c1ccccc1)c1ccco1)Nc1nccs1 (stereo not given)	0	5	23	3	15	2	-5	-5
CCCCn1c(N)c(N(CCC(C)C)C(=O)c2cc(S(=O)(=O)N3CCOCC3)ccc2F)c(=O)[nH]c1=O	-5	-2	8	1	-7	-7	-6	-18
COc1cc(/C=N/Nc2nc(N3CCCC3)nc(N3CCCC3)n2)ccc1OCc1ccccc1F	-5	-7	2	4	-2	-5	1	-24
Cc1ccc(C(=O)NCCSC2CCCCC2)cc1S(=O)(=O)Nc1ccccc1	7	15	16	8	4	2	6	6
CCOC(=O)Cn1nc(C)c(NC(=O)COc2ccc(OC)cc2)c1C	5	-25	0	-16	-6	16	10	10
O=C(CCNC(=O)c1ccccc1Cl)NCC(c1ccc(F)cc1)N1CCOCC1 (stereo not given)	-8	4	27	2	0	7	8	14
COc1ccc(-c2nsc(C(=O)N(c3ccc(F)cc3)C(C(=O)NC3CCCC3)c3ccc(OC)cc3)c2N)cc1 (stereo not given)	-5	1	3	-11	5	19	26	0
O=C(NC(=S)Nc1ccc(S(=O)(=O)NC2CCCCC2)cc1)c1cccs1	-6	22	44	22	9	-13	-5	-27
CCOC(=O)C1=C(C)Nc2sc(C(=O)c3ccc(C)cc3)c(N)c2C1c1ccc(C(=O)OC)cc1 (stereo not given)	-1	7	14	32	7	14	-12	-35
CCCN=C1CC(C)(C)CC(=O)/C1=C(/O)CCC	-3	-4	9	-5	6	6	-8	1
O=C1NC(=O)N(c2ccccc2)C1=O	5	-6	12	10	22	2	18	7
N#Cc1nc(Cc2ccccc2)oc1N1CCN(c2cccc(Cl)c2)CC1	-6	14	16	7	5	-7	3	-7
CS(=O)(=O)N1CCN(c2ccccc2NC(=O)c2ccc(Cl)cc2)CC1	-7	1	10	5	-2	-7	-17	-28
Cc1ccc(S(=O)(=O)/N=C(/Nc2c(C)n(C)n(-c3ccccc3)c2=O)c2ccccc2)cc1	-4	6	2	-4	5	1	9	-2
COc1ccc(/C(O)=C2/C(=O)C(=O)N(CC3CCCO3)C2c2ccc(O)c(OC)c2)cc1 (stereo not given)	-1	0	9	-2	-4	-1	7	17
CSc1nccc(Oc2cccc(C#N)c2)n1	4	-2	0	8	0	4	-13	-2
O=S(=O)(Nc1nc2c(s1)CCCC2)c1ccc(Br)cc1	-7	6	5	-8	6	-17	-3	5
FC(F)(F)c1cc(CCN2C(=S)NC[C@@H]2Cc2ccccc2)cc(C(F)(F)F)c1	-14	33	19	-8	4	10	-5	-19
O=C(COC(=O)C1CC1)Nc1ccc2[nH]c(=O)[nH]c2c1	0	-23	3	-3	5	11	-7	10
COc1ccccc1C(=O)NCC(=O)OCC(=O)Nc1cccc(S(=O)(=O)N2CCCCCC2)c1	1	3	14	-2	-2	7	1	-6
Nc1c2c(nc3ccccc13)N(C1CCCCC1)CC2	0	15	15	21	9	21	10	-10
Cc1ccc(C)c(-n2nnnc2SCC(=O)c2c(N)n(C)c(=O)n(C)c2=O)c1	-4	-5	/	/	/	-8	-15	10
Cc1cc(C)cc(NC(=O)Nc2ccc3c(c2)N(C)C(=O)CS3)c1	-7	21	-21	38*	1	-8	21	-6
COC(=O)C1=C(C)NC2=C(C(=O)CC(C)(C)C2)C1c1cnn(C)c1C (stereo not given)	3	-4	-23	-15	1	4	9	3
SMILES	SENP8 block	Apaf1 inhib	CCR6 antagonist	EBI2 block	Gli-Sufu block	UBC13 inh	Jurkat NFkB inh	697 NFkB inh
CCOc1ccc(OCC)c(NC(=O)C2CCCN(c3nc(C)cc(C)n3)C2)c1 (stereo not given)	4	7	4	6	9	-4	2	-7
Cc1cc(C(=O)N/N=C2/CC(C)CC(C)(C)C2)c(C)o1 (stereo not given)	-5	0	18	-3	52	1	5	17
COc1ccc(C2CC(c3cccs3)=Nc3ccccc3S2)cc1 (stereo not given)	0	-2	26	20	-46	-4	5	-19
CCC(C)n1c(=N)c(C#N)cc2c(=O)n3ccccc3nc21 (stereo not given)	8	-6	9	-11	7	12	13	6
Cc1cc([N+](=O)[O-])nn1CC(=O)Nc1ccc(F)cc1	-1	-19	-1	-8	1	20	8	7
Cn1c(CNC(=O)c2ccc3c(c2)OCO3)nnc1SCC(=O)Nc1ccccc1F	4	1	14	-1	-6	7	-5	8
N#Cc1ccccc1OCC(O)CS(=O)(=O)c1ccccc1 (stereo not given)	-5	1	17	-11	0	-4	-4	-12
Cc1ccc(NC(=O)Cc2ccc(-c3ccccc3)cc2)nc1	-10	21	1	-1	-11	-2	12	-20
COc1ccc(CC(=O)Nc2nnc(C(C)C)s2)cc1OC	2	-7	9	-1	-3	13	9	-5
CCC1=C/C(=C\c2ccc3c(c2)OCO3)C(=O)S1	7	3	/	/	/	-13	-6	13
COc1ccc(CN(C)CC2CCCN(CCc3ccc(F)cc3)C2)cc1OC (stereo not given)	0	1	7	-2	21	-3	4	13
O=C(CCn1c(=O)oc2ccccc21)n1c(=O)oc2ccccc21	-3	-5	20	-8	-9	8	-3	5

By substructure: the entries above containing fluorine (9)
SMILES	SENP8 block	Apaf1 inhib	CCR6 antagonist	EBI2 block	Gli-Sufu block	UBC13 inh	Jurkat NFkB inh	697 NFkB inh
COc1cc(OC)cc(-c2c(-c3ccc(F)cc3)c3cc(Br)ccc3n2C)c1	1	5	4	10	2	26	-2	2
CCCCn1c(N)c(N(CCC(C)C)C(=O)c2cc(S(=O)(=O)N3CCOCC3)ccc2F)c(=O)[nH]c1=O	-5	-2	8	1	-7	-7	-6	-18
COc1cc(/C=N/Nc2nc(N3CCCC3)nc(N3CCCC3)n2)ccc1OCc1ccccc1F	-5	-7	2	4	-2	-5	1	-24
O=C(CCNC(=O)c1ccccc1Cl)NCC(c1ccc(F)cc1)N1CCOCC1 (stereo not given)	-8	4	27	2	0	7	8	14
COc1ccc(-c2nsc(C(=O)N(c3ccc(F)cc3)C(C(=O)NC3CCCC3)c3ccc(OC)cc3)c2N)cc1 (stereo not given)	-5	1	3	-11	5	19	26	0
FC(F)(F)c1cc(CCN2C(=S)NC[C@@H]2Cc2ccccc2)cc(C(F)(F)F)c1	-14	33	19	-8	4	10	-5	-19
Cc1cc([N+](=O)[O-])nn1CC(=O)Nc1ccc(F)cc1	-1	-19	-1	-8	1	20	8	7
Cn1c(CNC(=O)c2ccc3c(c2)OCO3)nnc1SCC(=O)Nc1ccccc1F	4	1	14	-1	-6	7	-5	8
COc1ccc(CN(C)CC2CCCN(CCc3ccc(F)cc3)C2)cc1OC (stereo not given)	0	1	7	-2	21	-3	4	13
